Source: PubChem BioAssay (several laboratories)
CIT2 TOR yeast: alters CIT2-GFP fluorescence in TOR pathway yeast screen. GFP response vs DMSO, % at 10 µM. S. cerevisiae CIT2-GFP strain, flow cytometry, 3 h; 100 means same as DMSO wells. actives 0.065% (n = 320,000);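 active = GFP response relative to DMSO above a set limit, near the screen mean plus 3 SD, cut at about 150% in these data; inconclusive = Fewer than 70 cells measured for a yeast strain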;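 note: ratio of well median GFP fluorescence to mean of DMSO wells on the plate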
GRK2 aptamer HTS: human GRK2 inhibition via aptamer displacement; inhibition of aptamer binding, % at 10 µM; bead flow cytometry, FAM-aptamer displacement from GRK2; actives 0.59% (n = 330,000); P25098;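 active = inhibition of aptamer binding above 40%, roughly 3 SD of noise, on plates passing a quality check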;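 note: median bead fluorescence of bound FAM aptamer so fluorescent compounds give negative values; no value below 0 was filed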
Target sequence (P25098 whole entry, looked up): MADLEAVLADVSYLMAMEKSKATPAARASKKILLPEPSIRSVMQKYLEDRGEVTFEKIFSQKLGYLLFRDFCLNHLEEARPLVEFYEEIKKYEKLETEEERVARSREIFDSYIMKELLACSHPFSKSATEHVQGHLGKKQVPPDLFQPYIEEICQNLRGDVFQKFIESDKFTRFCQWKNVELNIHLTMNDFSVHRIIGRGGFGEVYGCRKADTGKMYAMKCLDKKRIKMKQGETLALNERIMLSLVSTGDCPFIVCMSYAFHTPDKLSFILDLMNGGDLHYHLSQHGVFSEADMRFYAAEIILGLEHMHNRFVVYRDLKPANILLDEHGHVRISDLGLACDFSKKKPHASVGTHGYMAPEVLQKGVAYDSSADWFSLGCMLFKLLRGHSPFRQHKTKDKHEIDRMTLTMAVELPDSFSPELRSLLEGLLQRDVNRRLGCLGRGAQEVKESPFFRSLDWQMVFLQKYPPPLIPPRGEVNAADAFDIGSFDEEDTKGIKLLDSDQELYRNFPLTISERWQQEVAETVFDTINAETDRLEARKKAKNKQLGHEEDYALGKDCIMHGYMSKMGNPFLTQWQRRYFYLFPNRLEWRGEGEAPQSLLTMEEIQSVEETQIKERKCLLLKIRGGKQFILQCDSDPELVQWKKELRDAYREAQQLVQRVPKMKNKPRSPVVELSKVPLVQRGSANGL
VLA-4 inh: inhibition in a human VLA-4 binding assay; inhibition, % (about 7 µM as worked out from the volumes in the protocol); VLA-4 expressing cells, ligand binding flow cytometry; actives 0.2% (n = 330,000); P13612; in the data active = inhibition above about 50%
AGP1 TOR yeast: alters AGP1-GFP fluorescence in TOR pathway yeast screen; S. cerevisiae AGP1-GFP multiplex flow cytometry, 3 h; GFP as percent of DMSO wells; GFP response vs DMSO, % at 10 µM; actives 0.02% (n = 320,000); AID 2066;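 active = GFP response relative to DMSO above a set limit, near screen average plus 3 SD, cut at about 150% in these data; inconclusive = fewer than 70 cells counted for the yeast strain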;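 note: median GFP channel fluorescence of the gated AGP1 strain per well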
MEP2 TOR yeast: modulators of TOR pathway MEP2-GFP in S. cerevisiae. S. cerevisiae MEP2-GFP strain, flow cytometry GFP, 3 h; 100% = DMSO control level. GFP response vs DMSO, % at 10 µM. actives 0.51% (n = 330,000);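 active = GFP response versus DMSO above a set limit, roughly screen mean plus 3 SD, cut at about 180% in these data; inconclusive = fewer than 70 cells counted for a yeast strain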;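 note: median GFP fluorescence of the barcode-gated MEP2-GFP cells per well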
GASC-1 inh: blocks human GASC-1 demethylase activity | Q9H3R0 | GST-JMJD2C(1-420) H3K9me3 demethylation, DELFIA europium | inhibition, % at 2.35 µM | actives 0.069% (n = 330,000) | AID 2099;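 active = more than half of a compound's replicate wells show inhibition beyond 50%, single wells judged on their own value; inconclusive = some, but no more than half, of replicates pass 50% inhibition; inactive = no replicate passes 50% inhibition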;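 note: signal counts dimethyl H3K9 product captured on neutravidin plate; 0% = median of DMSO wells and 100% = 0.3 times that DMSO median; strong numbers were not always called active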
LAP4 TOR yeast: modulators of TOR pathway LAP4-GFP in S. cerevisiae. S. cerevisiae LAP4-GFP multiplex, flow cytometry GFP, 3 h; median GFP as percent of DMSO wells. GFP response vs DMSO, % at 10 µM. actives 0.34% (n = 320,000). AID 2023;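 active = GFP response vs DMSO above a set limit, about the screen mean plus 3 SD, cut at about 150% in these data; inconclusive = under 70 cell events counted for the yeast strain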
RPL19A-GFP yeast: modulators of TOR pathway RPL19A-GFP in S. cerevisiae; actives 0.3% (n = 330,000); S. cerevisiae RPL19A-GFP strain, flow cytometry, 3 h; stronger effect = lower value; percent response vs DMSO, % at 10 µM; AID 2025;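 active = percent response vs DMSO below 50%; inconclusive = fewer than 70 events counted for the yeast strain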;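 note: median channel GFP fluorescence of the barcoded RPL19A-GFP strain; ratio of sample median GFP to plate DMSO average so 100% = DMSO; lower means less RPL19A-GFP as with rapamycin TOR inhibition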
Starred values were filed as active, the others as inactive; ? = inconclusive; . = no result given; [ ] = another dose, or the depositor's remark.

SMILES	CIT2 TOR yeast	GRK2 aptamer HTS	VLA-4 inh	AGP1 TOR yeast	MEP2 TOR yeast	GASC-1 inh	LAP4 TOR yeast	RPL19A-GFP yeast
Cc1csc2c(SCC(=O)NNC(=O)C(Cl)Cl)ncnc12	95	2	2	99	88	2	97	91
COCC(C)N1CCC(Oc2cccc(C(=O)NCCc3ccccc3)c2)CC1 (centres undefined)	93	0	-12	90	83	2	82	104
Cc1ccccc1N=C/C=C1\N(C)c2ccccc2C1(C)C	107	0	-111	105	104	-2	103	104
CC(Sc1nc(N(C)C)nc(N2CCOCC2)n1)C(=O)Nc1ccccc1 (centres undefined)	99	2	-8	107	108	1	107	100
O=C(O)C1C2C=CC(C2)C1C(=O)NCCCc1ccccc1 (centres undefined)	99	5	12	109	113	1	119	94
O=[N+]([O-])c1ccc(O)c(C=Nc2cccc3ccccc23)c1	94	1	15	94	102	5	97	104
COC(=O)/C=C1/S/C(=N/NC(=O)c2ccc(Cl)cc2Cl)NC1=O	?	0	13	39[may fluoresce violet]	177*[may fluoresce violet]	-2	113[may fluoresce violet]	95[may fluoresce violet]
O=C(c1c(F)cccc1F)N(Cc1ccccn1)C1CCCC1	87	1	11	93	97	10	98	96
CC(OC(=O)c1ccc([N+](=O)[O-])s1)C(=O)Nc1ncc(Cl)cc1Cl (centres undefined)	102	3	-13	81	92	41	81	89
NS(=O)(=O)c1ccc(CCNC(=O)CCC2COc3ccccc3O2)cc1 (centres undefined)	109	1	-1	110	118	7	117	114
CN1CCCC(C(=O)C(C#N)c2ccccc2)C1 (centres undefined)	98	6	-2	100	97	-5	105	102
OCCC1CN(Cc2cccc(O)c2)CCN1CCc1ccccc1 (centres undefined)	93	0	0	88	97	-15	94	96
COCCCN1C(=O)C(O)=C(C(=O)c2ccco2)C1c1cccc(Br)c1 (centres undefined)	95	0	14	96	97	-4	98	94
CCn1cc(C(=O)O)c(=O)c2cc(F)c(N3CCN(C(=S)NC(=O)c4c(OC)cccc4OC)CC3)cc21	107	1	-7	106	100	-3	98	100
O=C(c1cccc(NS(=O)(=O)c2ccc(F)cc2)c1)N1CCN(c2ccccc2)CC1	93	0	-10	93	92	6	95	94
CCOc1ccc(-n2c(=O)c3sccc3n(Cc3ccc(C)cc3)c2=O)cc1	99	0	3	103	116	-2	105	109
C=CCn1c(SCc2nc(N)nc(N(C)C)n2)nnc1-c1cccnc1	101	2	17	101	101	15	93	101
COc1cc(NC(=O)C2CCCCC2)c(OC)cc1NC(=O)CCC(=O)NCc1ccco1	105	3	6	103	106	-3	117	110
O=C(Nc1ccc(Cl)cc1)c1ccc2c(c1)S(=O)(=O)c1ccccc1C2=O	94	21	0	98	97	-1	90	101
CCCCN(Cc1ccco1)S(=O)(=O)c1csc(C(N)=O)c1	99	2	10	98	104	-11	96	97
N#CC1=C(SCC(=O)NC2CC2)NC(=O)C(C#N)C12CCCCC2 (centres undefined)	100	0	-2	97	99	-3	102	97
CC(C)(C)C(=O)CSc1nc(N)cc(=O)[nH]1	104	4	0	94	100	12	92	108
CCN(C(=O)CCN1C(=O)/C(=C/c2ccccc2)SC1=S)C1CCS(=O)(=O)C1 (centres undefined)	92	1	9	90	94	?	87	92
COc1ccccc1NC(=O)CSc1nnc(Cc2cccn2C)n1-c1ccc(F)cc1	98	1	7	97	108	-8	106	96
O=C(O)c1cc(NC(=O)c2cccc(F)c2)cc(NC(=O)c2cccc(F)c2)c1	101	2	7	103	102	0	86	105
Cc1ccc(N2C(N)=C(C#N)C3(C(=O)N(C)c4ccccc43)C3=C2CC(C)(C)CC3=O)cc1Cl (centres undefined)	83	5	11	89	94	13	92	91
CC(C)c1ccc(NC(=O)C2CC(=O)N=C(N)S2)cc1 (centres undefined)	97	5	0	107	101	-1	117	109
COc1ccc2cc(C#N)c(SCC(=O)N3CC(=O)Nc4ccccc43)nc2c1	104	0	-15	100	99	-6	94	96
COCCn1c(SC(C)C(=O)Nc2ccc(Cl)cn2)nnc1-c1ccncc1 (centres undefined)	95	3	11	104	93	12	102	104
O=C(Cn1ncc2c3ccccc3n(Cc3cccc(Cl)c3)c2c1=O)NCC1CCCO1 (centres undefined)	101	0	3	109	99	-1	106	101
CCN(CC)C(=O)CSc1nc2ncc(Br)cc2[nH]1	102	5	0	109	103	-7	102	104
Cc1ccccc1C(=O)Nc1ccccc1Sc1ccccc1	107	1	6	99	111	10	104	99
C/C=C/c1ccc(OCC(=O)OCC)c(OC)c1	89	2	6	97	94	4	98	97
CCOC(=O)/C(N=Nc1c(C)n(C)n(-c2ccccc2)c1=O)=C(\C)O	110	2	4	109	116	-3	108	112
CC(=O)N1N=C(c2cccs2)CC1c1cccc([N+](=O)[O-])c1 (centres undefined)	90	0	-1	103	112	39	104	103
O=C(Nc1ccccc1)c1ccc(N2CCN(c3ccccn3)CC2)c(S(=O)(=O)N2CCOCC2)c1	.	0	2	104	104	1	95	104
Cc1ccc(C(=O)OCC(=O)NC(C)c2ccccc2)cc1C (centres undefined)	85	2	2	99	103	-6	105	96
Cc1cccc(-c2nnn(Cc3nnc(NC(=O)c4ccccc4)s3)n2)c1	107	0	2	105	100	0	97	100
COc1ccc(CCC(=O)NNC(=O)Nc2ccc(OC)c(OC)c2)cc1	100	6	-21	91	99	4	80	110
COc1ccc(Br)c(-c2nnc(CS(=O)(=O)c3ccccc3)o2)c1	94	0	10	99	102	1	106	99
Cc1cccn2c(=O)c3cc(C(=O)NCCN4CCOCC4)c(=N)n(Cc4cccnc4)c3nc12	?	0	2	?	?	-3	?	?
N#Cc1ccc(Oc2cccc(C(=O)O)c2)cc1C#N	99	2	19	.	98	4	105	102
Cc1c(NC(=O)/C(=C/c2cccs2)NC(=O)c2ccccc2)c(=O)n(-c2ccccc2)n1C	98	0	1	108	99	-2	107	98
O=C(N/N=C/c1ccc([N+](=O)[O-])o1)c1sc2ccccc2c1Cl	104	0	9	102	114	15	110	106
Cc1ccn2c(NC3CCCCC3)c(-c3cccc(SC4CCCCC4)c3)nc2c1	92	0	14	96	100	-6	107	94
Cc1sc(NC(=O)CSc2nnnn2C)c(C#N)c1C	98	2	8	90	99	32	88	98
CCn1cc(/C=C(\NC(=O)c2ccccc2F)C(=O)NCCCN2CCOCC2)c2ccccc21	117	3	10	116	106	2	99	109
Cc1cc(=O)oc2cc(OCC(=O)NCC3CCCO3)ccc12 (centres undefined)	100	0	7	103	109	6	96	106
CCCc1nnc(NC(=O)CN2CCN(C)CC2)s1	85	1	6	99	99	0	99	102
CCOc1ccc(-c2c(C(=O)N/N=C(\C)c3cccnc3)nnn2-c2nonc2N)cc1	93	3	2	97	90	6	88	100
CCN(CC(=O)NCc1ccc(Cl)cc1)C(=O)COc1cccc(Cl)c1	91	2	35	95	96	-27	100	89
CCC(C)[C@H]1COCCS(=O)(=O)N1Cc1ccccc1F (some centres undefined)	78	0	2	84	92	-10	115	94
O=C(Nc1cc(=O)c2ccccc2o1)N1CCOCC1	103	1	21	106	100	0	100	103
O=C(COc1ccccc1)Nc1ccc2c(c1)nc1n2CCSC1	94	3	2	107	104	-2	.	103
Cc1cc(C)nc(SCc2nnc(SCc3ccccc3Cl)o2)n1	89	1	5	99	109	10	111	103
CCOC(=O)c1c(C)[nH]c(C)c1C(=O)COC(=O)c1cc(OC)c(OC)cc1OC	99	3	-23	102	101	-8	99	100
CCOc1ccccc1NC(=S)N1CCN(c2nc(-c3ccc(F)cc3)cs2)CC1	111	0	6	117	103	13	102	108
CN(C)C(C)(C)C#CC(O)(c1ccccc1)c1ccccc1	110	0	1	108	105	6	106	112
Fc1ccccc1-c1nc(-c2ccccc2)no1	101	1	-2	97	99	3	94	103
COc1cccc(C2N=C(c3ccccc3C)NO2)c1OC (centres undefined)	100	0	-5	99	97	1	111	97

2 entries from above, with values ahead of the structure.
| CIT2 TOR yeast | GRK2 aptamer HTS | VLA-4 inh | AGP1 TOR yeast | MEP2 TOR yeast | GASC-1 inh | LAP4 TOR yeast | RPL19A-GFP yeast | Compound |
| --- | --- | --- | --- | --- | --- | --- | --- | --- |
| 91 | 2 | 35 | 95 | 96 | -27 | 100 | 89 | CCN(CC(=O)NCc1ccc(Cl)cc1)C(=O)COc1cccc(Cl)c1 |
| 111 | 0 | 6 | 117 | 103 | 13 | 102 | 108 | CCOc1ccccc1NC(=S)N1CCN(c2nc(-c3ccc(F)cc3)cs2)CC1 |

Sorted by count of non-hydrogen atoms (lowest first): part of the list above.
SMILES	CIT2 TOR yeast	GRK2 aptamer HTS	VLA-4 inh	AGP1 TOR yeast	MEP2 TOR yeast	GASC-1 inh	LAP4 TOR yeast	RPL19A-GFP yeast
Fc1ccccc1-c1nc(-c2ccccc2)no1	101	1	-2	97	99	3	94	103
CCCc1nnc(NC(=O)CN2CCN(C)CC2)s1	85	1	6	99	99	0	99	102
Cc1sc(NC(=O)CSc2nnnn2C)c(C#N)c1C	98	2	8	90	99	32	88	98
CCC(C)[C@H]1COCCS(=O)(=O)N1Cc1ccccc1F (some centres undefined)	78	0	2	84	92	-10	115	94
COc1cccc(C2N=C(c3ccccc3C)NO2)c1OC (centres undefined)	100	0	-5	99	97	1	111	97
O=C(N/N=C/c1ccc([N+](=O)[O-])o1)c1sc2ccccc2c1Cl	104	0	9	102	114	15	110	106
Cc1cc(C)nc(SCc2nnc(SCc3ccccc3Cl)o2)n1	89	1	5	99	109	10	111	103
CCN(CC(=O)NCc1ccc(Cl)cc1)C(=O)COc1cccc(Cl)c1	91	2	35	95	96	-27	100	89
CCOc1ccccc1NC(=S)N1CCN(c2nc(-c3ccc(F)cc3)cs2)CC1	111	0	6	117	103	13	102	108
CCOc1ccc(-c2c(C(=O)N/N=C(\C)c3cccnc3)nnn2-c2nonc2N)cc1	93	3	2	97	90	6	88	100
Cc1c(NC(=O)/C(=C/c2cccs2)NC(=O)c2ccccc2)c(=O)n(-c2ccccc2)n1C	98	0	1	108	99	-2	107	98
CCn1cc(/C=C(\NC(=O)c2ccccc2F)C(=O)NCCCN2CCOCC2)c2ccccc21	117	3	10	116	106	2	99	109

Later entries
SMILES	CIT2 TOR yeast	GRK2 aptamer HTS	VLA-4 inh	AGP1 TOR yeast	MEP2 TOR yeast	GASC-1 inh	LAP4 TOR yeast	RPL19A-GFP yeast
NC(=O)c1ccsc1NC(=O)COC(=O)c1nc(Cl)ccc1Cl	90	0	1	108	100	0	110	100
CCN1C(=O)CC(N2CCN(c3ccc(C(=O)c4ccncc4)cc3)CC2)C1=O (centres undefined)	101	0	0	106	110	-3	108	106
Cc1ccc(CNC(=O)CCn2nc(-c3ccc(Cl)cc3)ccc2=O)cc1	97	0	-2	103	103	4	103	97
CCOC(=O)C1(CCCc2ccccc2)CCN(C(=O)CCCn2cncn2)CC1	93	2	16	93	95	11	93	92
